Screens deposited in PubChem BioAssay by several laboratories.
LMP1 NFkB inh: EBV LMP1-driven NF-kappaB luciferase reporter inhibitors, primary screen, cell-based, luminescence, single point. LMP1-induced NF-kappaB luciferase reporter cells. inhibition, % at 12.5 µM. actives 0.69% (n = 350,000); in the data active means inhibition above about 41%;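 further: 0% = neutral control wells and 100% = reference inhibitor control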
SRC1 inh: SRC1 coactivator transcriptional activity inhibitors, primary screen, cell-based, luminescence; HEK293 GAL4-SRC1 luciferase reporter; AID 588354, 2011; actives 0.12% (n = 360,000); inhibition, % at 3.6 µM;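 active means inhibition above the campaign mean plus 3 SD, with each screening campaign given its own cutoff, cut at about 60% in these data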;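 further: 0% = DMSO treated cells and 100% = gossypol at 36 µM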
CF NFkB block: inhibitors of PAF-induced NF-kB signaling, primary screen, cell-based, GFP fluorescence, uHTS; inhibition, % at 5 µM; actives 0.86% (n = 360,000); KKLEB NF-kB-GFP reporter, GFP fluorescence overnight; AID 588850, 2011;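 active means at least 50% inhibition at 5 µM, scaled per plate between neutral and stimulator controls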;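 further: PAF is a Pseudomonas aeruginosa culture filtrate used as stimulus; plate controls were PAF-stimulated DMSO wells for no effect and unstimulated DMSO wells for full effect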
COUP-TFII inh: NR2F2 transcriptional activity inhibitors, primary screen, cell-based, luciferase reporter, HEK293T, luminescence | COUP transcription factor 2 (Homo sapiens), P24468 | HEK293T NGFI-A luciferase reporter | inhibition, % at 8.6 µM | actives 0.7% (n = 370,000) | AID 686940, 2013;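 active means inhibition above a per-plate cutoff, mean inhibition of test wells between control levels plus 3 SD, cut at about 38% in these data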;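 further: cells cotransfected with COUP-TFII expression vector driving the NGFI-A reporter; 0% = median of COUP-TF2 test wells and 100% = reporter-only cells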
Target sequence (P24468 whole entry, looked up): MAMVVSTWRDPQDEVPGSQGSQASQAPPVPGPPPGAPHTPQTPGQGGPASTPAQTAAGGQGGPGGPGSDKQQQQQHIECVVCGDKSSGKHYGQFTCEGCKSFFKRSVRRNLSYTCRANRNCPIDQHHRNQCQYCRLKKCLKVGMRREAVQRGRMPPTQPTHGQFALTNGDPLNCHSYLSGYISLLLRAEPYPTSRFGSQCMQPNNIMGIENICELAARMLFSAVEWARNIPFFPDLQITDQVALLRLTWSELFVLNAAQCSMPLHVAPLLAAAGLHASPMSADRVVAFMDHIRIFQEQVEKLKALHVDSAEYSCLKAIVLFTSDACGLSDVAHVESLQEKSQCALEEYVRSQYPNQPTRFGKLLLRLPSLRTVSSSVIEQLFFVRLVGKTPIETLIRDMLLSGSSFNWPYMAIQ
KKLEB tox: cytotoxicity in KKLEB CF airway cells, primary screen, cytotoxicity control for CF NF-kB inhibitor project, cell-based, uHTS, fluorescence assay plates; actives 0.36% (n = 360,000); AID 602141, 2011; KKLEB CF airway cells viability, ATPlite luminescence, overnight; active compounds read low; cells stimulated with P. aeruginosa culture filtrate; activity change (cytotoxicity), % at 5 µM;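 active means corrected activity change at or below -50% at 5 µM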
C8 TRAIL sens: viability loss with TRAIL in NB7+C8 cells, primary screen, TRAIL sensitizer project, cell-based, ATPlite luminescence; inhibition (viability loss, TRAIL sensitization), % at 10 µM; actives 1% (n = 360,000); AID 624354, 2012;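 active means compounds causing at least 50% loss of cell viability in the single-dose screen, relative to plate controls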
NCOA3 inh: SRC3 coactivator transcriptional activity inhibitors, primary screen, cell-based, luminescence; HEK293 GAL4-SRC3 luciferase reporter; Nuclear receptor coactivator 3 (Homo sapiens), Q9Y6Q9; inhibition, % at 3.6 µM; AID 588352, 2011; actives 0.17% (n = 360,000);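 active means inhibition above a per-campaign cutoff, the mean of all compounds plus 3 SD, cut at about 60% in these data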;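 further: 0% = DMSO-treated cells and 100% = gossypol-treated cells at 36 µM; higher means less SRC3-driven luciferase light from the GAL4 reporter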
TROY signal inh: inhibitors of TROY-driven NF-kB signaling, primary screen, Q293 LMP1-TROYcd cells, NF-kB luciferase, uHTS; Q293 LMP1-TROYcd NF-kB luciferase reporter, 4 h; inhibition, % at 10 µM; actives 0.98% (n = 360,000); AID 1347056, 2019;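 active means compounds whose plate-normalised and pattern-corrected inhibition of the luciferase reporter signal at the single screening dose is 50% or more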
NR5A2 inv ag: LRH-1 (NR5A2) inverse agonists, primary screen, cell-based, luminescence, HEK293T, StAR-luciferase reporter; Nuclear receptor subfamily 5 group A member 2 (Homo sapiens), O00482; LRH-1 transfected, 24 h; inhibition, % at 3.6 µM; actives 0.13% (n = 360,000);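 active means inhibition above the mean inhibition of all tested compounds plus 3 SD, cut at about 73% in these data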;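 further: 0% = DMSO wells and 100% = reporter-only cells lacking LRH-1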
Target sequence (O00482 whole entry, looked up): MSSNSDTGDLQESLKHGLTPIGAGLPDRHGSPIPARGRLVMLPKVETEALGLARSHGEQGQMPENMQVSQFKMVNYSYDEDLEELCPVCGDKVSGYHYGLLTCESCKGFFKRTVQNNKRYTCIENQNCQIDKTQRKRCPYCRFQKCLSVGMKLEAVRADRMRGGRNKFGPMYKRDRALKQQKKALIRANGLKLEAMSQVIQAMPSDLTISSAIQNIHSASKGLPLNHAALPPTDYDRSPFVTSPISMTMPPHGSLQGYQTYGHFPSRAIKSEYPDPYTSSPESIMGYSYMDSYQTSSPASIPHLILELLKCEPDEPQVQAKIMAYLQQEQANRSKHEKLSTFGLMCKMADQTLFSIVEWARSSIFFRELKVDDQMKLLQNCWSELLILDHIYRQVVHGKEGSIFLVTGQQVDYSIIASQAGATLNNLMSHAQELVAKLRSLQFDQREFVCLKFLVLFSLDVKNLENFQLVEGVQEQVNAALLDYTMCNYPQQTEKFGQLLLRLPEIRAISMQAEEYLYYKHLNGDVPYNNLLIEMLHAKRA
TWEAK-Fn14 inh: inhibitors of TWEAK-Fn14 signaling, primary screen, luciferase reporter cells, uHTS; TWEAK-stimulated Fn14 reporter cells, luciferase luminescence, 8 h; inhibition, % at 10 µM; actives 2% (n = 360,000); in the data active means inhibition above about 50%
NCOA2 inhibitor: inhibition of GAL4-SRC2 driven luciferase reporter, primary screen, SRC2 inhibitor project, cell-based, luminescence; actives 0.17% (n = 370,000); Nuclear receptor coactivator 2 (Homo sapiens), Q15596; AID 651957, 2012; HEK293 GAL4-SRC2 luciferase reporter; inhibition, % at 9 µM;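 active means inhibition above the mean inhibition of all tested compounds plus 3 SD, set per campaign, cut at about 52% in these data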;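 further: 0% = DMSO treated cells and 100% = cells given Gossypol at 36 µM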
Active calls of the source: *; . = no result given. The order is random; overall some 4.2% were active at least once.

SMILES	LMP1 NFkB inh	SRC1 inh	CF NFkB block	COUP-TFII inh	KKLEB tox	C8 TRAIL sens	NCOA3 inh	TROY signal inh	NR5A2 inv ag	TWEAK-Fn14 inh	NCOA2 inhibitor
COc1ccc(CN2C[C@@H](CO)O[C@@H](n3cnc4c(NC5CCC5)ncnc43)C2)cc1	.	-4	2	5	-6	7	-5	6	9	9	-4
CSc1nnc2c(n1)OC1(Nc3ccccc3-2)C(=O)Nc2ccccc21 (configuration not stated)	8	-17	-1	0	-1	39	-3	-2	10	-3	-21
O=C(CSc1nc2ccccc2c(=O)n1CCCO)N1CCc2ccccc21	12	6	5	-3	-11	-5	4	-4	5	-4	-32
COc1cccc(S(=O)(=O)c2nc(C)c3c(n2)CCC3)c1	0	9	15	21	6	1	8	33	4	36	18
O=C(CCN1C(=O)/C(=C/C=C/c2ccccc2)SC1=S)Nc1nccs1	-12	-16	-3	9	3	12	-18	-47	-7	-18	21
O=C(O)c1cc(N2CCCCC2)nc2ccccc12	.	14	-8	-5	1	10	1	-4	20	-12	1
Cc1cccc(C2(c3cccc(C)c3)CC2C(=O)NCC2CCCO2)c1 (configuration not stated)	-5	-1	-14	-6	18	16	11	-9	-12	14	9
CCCN1C2=C(C(=O)CCC2)C(c2ccc(O)c(Br)c2)C2=C1CCCC2=O	-3	-5	7	7	12	3	-12	-4	8	0	3
O=[N+]([O-])c1cccc(CNc2ccc3c(c2)CCC3)c1	-14	-19	1	4	-4	1	-9	-25	14	-29	-16
Cc1ccc(C(=O)N/C(=C/c2cccc([N+](=O)[O-])c2)C(=O)NC(C)C)cc1	-8	9	-13	5	3	2	21	-5	-8	8	9
COc1ccc(Cl)cc1NC(=O)COc1ccc2c(c1)OCO2	-25	0	10	-21	-9	3	-3	-16	5	14	-11
O=C1C2C3CCC(C3)C2C(=O)N1CNc1ccccc1 (configuration not stated)	-2	4	-10	1	2	3	-6	3	-3	-2	8
O=C(c1ccc(-c2ccc([N+](=O)[O-])cc2Cl)o1)N1CCOCC1	2	-28	-5	26	2	-6	4	7	-10	6	16
O=C(COC(=O)CNC(=O)c1ccc(Cl)cc1)Nc1ccc(Cl)cn1	2	-14	-7	9	17	-5	-7	10	-11	12	-6
O=C(CN1CCOCC1)N1CCCc2c1c(=O)oc1ccc(OCc3ccccc3)cc21	0	-2	-14	26	17	6	-7	10	17	-3	-8
O=C(NC(O)C(=O)c1ccccc1)c1cccs1 (configuration not stated)	3	-12	12	6	0	-16	2	-11	0	-3	-7
CCn1cc(C(=O)NN)c(=O)c2cc(F)c(N3CCCCC3)cc21	5	-13	-16	17	11	-3	-15	-7	7	0	1
Cc1cc2nc(-c3ccc(NC(=O)c4cccnc4)cc3)oc2cc1C	-24	-123	-7	-25	0	-7	-88	26	-143	52*	-38
Nc1nc(Cl)cc(-c2ccccc2)n1	5	-2	-8	4	15	9	6	-13	6	-6	21
COCCn1c(SCC(=O)Nc2ccc3c(c2)OCCO3)nnc1-c1ccncc1	-3	11	8	1	20	-2	1	10	-11	-10	-43
O=[N+]([O-])c1cc(/C=N/O)ccc1Sc1ccccc1	7	-74	42	-13	-32	13	2	30	27	0	1
COCCNC(=O)c1onc(CSc2ccccn2)c1C(=O)NCCOC	3	-30	-12	4	4	-2	-6	-10	10	10	-22
COc1ccc(-n2nc(C(=O)N3CCC(N4CCCCC4)CC3)c3c4ccccc4n(C)c3c2=O)cc1	-5	9	-15	1	-12	-25	-1	4	-32	-26	11
CC(=O)Cc1nsc(NC(=O)c2ccc(COc3ccccc3Cl)o2)n1	-5	-2	16	5	-16	-1	7	11	-30	-15	-12
CCOc1ccc(C(=O)C(C)OC(=O)Cn2cnc3c2c(=O)n(C)c(=O)n3C)cc1 (configuration not stated)	-13	-3	-18	17	13	4	-32	15	5	-6	-7
Cc1ccccc1Cn1nc(C)c(NC(=O)c2sc3ccccc3c2Cl)c1C	2	-3	-3	26	7	2	9	13	2	41	-12
COc1ccc(N2CC(C(=O)Nc3nnc(SCC(=O)N4CCOCC4)s3)CC2=O)cc1 (configuration not stated)	5	1	-9	13	2	8	-11	20	-2	-3	15
Cc1cc(C(F)(F)F)n2ncc(C(=O)O)c2n1	4	-5	-19	-3	-3	12	14	-2	10	8	0
N#C/C(=C/c1ccc(N2CCOCC2)o1)c1ccc(Cl)cc1	-31	-82	-47	-14	4	7	-102	-25	-37	35	-7
COc1cc2c(cc1OC)CN(c1nc(-c3cccnc3)nc3ccccc13)CC2	-1	8	6	11	8	-19	1	6	-7	-13	18
CC1=C(C(=O)OC(C)C)C(c2ccc(Br)s2)NC(=O)N1C (configuration not stated)	14	-4	1	1	2	-25	13	18	-4	17	-17
O=C(NCCSCc1ccccc1)c1ccc(C2SCC(=O)N2Cc2ccccc2)cc1 (configuration not stated)	12	-26	5	10	1	7	-6	21	2	21	21
C=CCOc1cccc(C2/C(=C(\O)c3ccc(F)cc3)C(=O)C(=O)N2CCN(C)C)c1 (configuration not stated)	2	-14	-9	8	2	-14	-1	2	5	3	8
CC(=O)c1cccc(NC(=S)NCc2ccccc2)c1	0	5	1	-9	7	-26	-8	-6	6	2	7
O=C(Oc1ccc(C(=S)N2CCOCC2)cc1)c1ccc([N+](=O)[O-])cc1	-5	-7	-4	-11	1	-28	-19	22	-5	9	-4
CC(=O)c1ccc(N/N=C2/CCCNC2=O)cc1	-2	-7	-9	-3	9	0	-13	-23	-13	-19	-35
CCc1cc[n+](-c2nc3ccccc3nc2C(=C=[N-])C#N)cc1	1	-108	-7	-2	6	-6	-12	-4	-2	3	-6
O=S(Cc1ccc(Cl)cc1)CC(O)(c1ccccc1)c1ccccc1 (configuration not stated)	3	-8	0	-11	-2	15	10	11	11	10	3
O=C(Nc1cnc2sc3c(n2c1=O)CCCC3)c1ccc(F)cc1	-13	-52	-3	-5	2	12	-52	-98	-24	-26	-14
CCn1c(SC(C)C(=O)O)nc2sc3c(c2c1=O)CCC3 (configuration not stated)	7	-16	10	1	4	3	-3	-1	-15	28	15
CCSc1nnc(NC(=O)c2ccc(S(=O)(=O)N(C)C)cc2)s1	-17	-60	30	-13	-7	9	-4	-40	5	-29	12
COc1nccnc1NS(=O)(=O)c1ccc(N/C=C2\CCCCC2=O)cc1	-5	-8	4	-8	7	5	3	-3	6	-3	9
CCOc1cccc(C2C(C#N)=C(N)Oc3cc(C)[nH]c(=O)c32)c1OCC (configuration not stated)	-4	0	-30	-13	14	-13	-8	-8	-14	-21	8
Cc1csc(SC(C)C(=O)Nc2ccc(Cl)cn2)n1 (configuration not stated)	-4	-13	-10	7	-5	20	-12	7	-1	7	-11
Cc1nn(C)c(Oc2cccc(Cl)c2)c1C(=O)Nc1ccc(F)cc1	-2	5	-30	-2	4	17	18	6	7	7	-7
Cn1c(=O)c2c(nc(Br)n2Cc2nnc(N)s2)n(C)c1=O	1	-2	-2	7	5	8	13	7	-1	10	0
O=C(O)Cn1ncn(-c2ccc(OC(F)(F)F)cc2)c1=O	-15	-31	-20	12	14	-11	1	-20	15	5	12
CCOC(=O)[C@]12CCC=C1N(CCC1=CCCCC1)C(=O)[C@H](CC(=O)N1CCN(C(=O)C3CC3)CC1)C2	.	.	.	3	.	-1	.	-5	-12	-15	11
CSc1nc(C(=O)N2CCCC(Nc3ccc(C)c(C)c3)C2)cs1 (configuration not stated)	-9	-10	4	22	2	11	-13	-23	-3	-25	1
O=C(COc1ccccc1[N+](=O)[O-])N(Cc1ccccc1)c1ccccn1	-1	0	-5	8	0	3	-7	-4	-9	8	-2
CC(C)CN(CC(C)C)S(=O)(=O)c1cc([N+](=O)[O-])ccc1N1CCCCCC1	1	-13	12	-4	-11	27	-6	-2	28	8	-12
CC(=O)/C(C#N)=C1\NC(=O)C(Cc2cc(Cl)ccc2Cl)S1 (configuration not stated)	-14	3	-12	-34	1	19	-17	-3	-45	-7	13
COc1ccc(S(=O)(=O)Cc2ccc(C(=O)NCCc3cc(OC)ccc3OC)o2)cc1	6	-11	18	12	-8	-8	11	15	9	-1	-7
Cc1cccc(NC(=O)CSc2nnc(C)c(C)n2)c1	2	7	-7	5	6	-2	-23	-14	3	19	-9
S=C(Nc1ccc2c(c1)OCCO2)Nc1ccc2c(c1)OCO2	-20	-24	-24	-33	7	6	-23	12	-36	9	-22
CC(=O)OCc1c(F)c(F)c(-n2nc(C)cc2C)c(F)c1F	9	-2	-12	15	6	-12	1	-8	-3	-3	-35
O=C(CS(=O)(=O)c1cn(Cc2ccccc2Cl)c2ccccc12)N1CCOCC1	-1	4	14	10	-8	-22	13	4	-18	-10	17
COc1ccc2nc3oc(C(=O)NCc4cccs4)cc3cc2c1	-8	-18	7	-6	2	2	-4	-8	-7	-28	-12
O=C(COc1ccc(Cl)cc1)N(Cc1ccccc1)c1nc(-c2ccccc2)cs1	-2	-7	3	-15	-2	17	-2	-20	0	0	3
COc1ccc(S(=O)(=O)N2CCN(CC(=O)Nc3ccc(C)c(F)c3)CC2)cc1	50*	-1	-9	5	-2	9	-33	-3	43	-7	-5

Additional entries:
SMILES	LMP1 NFkB inh	SRC1 inh	CF NFkB block	COUP-TFII inh	KKLEB tox	C8 TRAIL sens	NCOA3 inh	TROY signal inh	NR5A2 inv ag	TWEAK-Fn14 inh	NCOA2 inhibitor
O=C(O)CN1C(=O)/C(=C/c2ccc(SCc3ccccc3)o2)SC1=S	-1	13	1	10	20	-1	-3	15	5	10	11
CC(C)c1ccccc1NC1=CC(=O)CC(C)(C)C1	2	-18	-15	5	13	-6	-11	-16	-2	27	5
COCCCn1c(SCC(=O)NCc2ccco2)nc2sc3c(c2c1=O)CCC3	2	7	-22	-7	-8	8	7	-11	8	5	-12
COc1nc(N(C)C)nc(N(C#N)S(=O)(=O)c2ccc(C)cc2)n1	1	-47	-8	15	-2	-11	14	6	5	0	8
Cc1cccc(NC(=O)CSc2ncnc3c2oc2ccccc23)c1	3	16	0	-6	-20	5	-3	21	1	8	3

Among those listed so far, these contain a CF3 group:
SMILES	LMP1 NFkB inh	SRC1 inh	CF NFkB block	COUP-TFII inh	KKLEB tox	C8 TRAIL sens	NCOA3 inh	TROY signal inh	NR5A2 inv ag	TWEAK-Fn14 inh	NCOA2 inhibitor
Cc1cc(C(F)(F)F)n2ncc(C(=O)O)c2n1	4	-5	-19	-3	-3	12	14	-2	10	8	0
O=C(O)Cn1ncn(-c2ccc(OC(F)(F)F)cc2)c1=O	-15	-31	-20	12	14	-11	1	-20	15	5	12
